Bioassay records as filed in PubChem BioAssay.
aGal spleen mod = qHTS Assay for Inhibitors and Activators of Human alpha-Galactosidase From Spleen Homogenate | Alpha-galactosidase A (Homo sapiens), P06280 | human spleen homogenate, 4MU-alpha-Gal fluorescence, 40 min | Potency, µM (doses to about 80 µM), for inactives: at the top dose activity change, negative = inhibition, most hits filed as inhibitors | actives 0.008% (n = 240,000) | AID 2107, 2009;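 further: 0% = enzyme with vehicle and -100% = no enzyme basal signal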
Target sequence (P06280 32-429 limits assumed): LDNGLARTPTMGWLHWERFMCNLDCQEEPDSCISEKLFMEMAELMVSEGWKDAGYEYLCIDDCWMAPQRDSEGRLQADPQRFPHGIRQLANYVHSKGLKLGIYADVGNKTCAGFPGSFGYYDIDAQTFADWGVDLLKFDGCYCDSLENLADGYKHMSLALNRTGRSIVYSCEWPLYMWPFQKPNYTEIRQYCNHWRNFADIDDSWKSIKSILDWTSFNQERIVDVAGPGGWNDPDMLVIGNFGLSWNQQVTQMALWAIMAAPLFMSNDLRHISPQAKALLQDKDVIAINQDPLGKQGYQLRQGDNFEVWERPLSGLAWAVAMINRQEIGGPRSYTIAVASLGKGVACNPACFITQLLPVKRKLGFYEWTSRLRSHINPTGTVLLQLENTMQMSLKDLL
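Human spleen homogenate (1 ug) as enzyme source, 4-methylumbelliferyl-alpha-D-galactopyranoside 1 mM final, citrate/phosphate pH 5.0 with 0.01% Tween-20. Compounds 40 min at 37C, NaOH/glycine stop; fluorescence Ex 365/Em 440, Hill-fit AC50.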
GAA glycogen mod = qHTS Assay for Inhibitors and Activators of Human alpha-Glucosidase Cleavage of Glycogen | Potency, µM (series often up to 76.4 µM), for the others: at the highest dose activity change, negative = inhibition, hits mostly inhibitors | recombinant GAA, glycogen substrate, Amplex Red glucose oxidase fluorescence | Lysosomal alpha-glucosidase (Homo sapiens), P10253 | actives 0.38% (n = 300,000) | AID 2100, 2009;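 further: 0% = full enzyme reaction and -100% = no-enzyme basal signal; the screen sought inhibitors and activators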
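Natural-substrate format: glycogen cleavage by 4 nM human enzyme, glucose read by Amplex Red coupling (Ex 573, Em 610 nm). Normalized to enzyme and no-enzyme controls.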
aGlu spleen mod = qHTS Assay for Inhibitors and Activators of Human alpha-Glucosidase From Spleen Homogenate. human spleen homogenate, 4-MU-alpha-glucoside fluorescence. Lysosomal alpha-glucosidase (Homo sapiens), P10253. actives 0.006% (n = 240,000). Potency, µM (highest dose often 79.9 µM), for inactives: at the highest dose activity change, negative = inhibition, actives largely listed as inhibitors;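 further: 0% = enzyme with vehicle and -100% = no enzyme basal signal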
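Human spleen homogenate (1 ug) with 4-methylumbelliferyl-alpha-D-glucopyranoside (1 mM final) in 50 mM citrate/phosphate pH 5.0, 0.01% Tween-20; 40 min at 37 C. Stopped at pH 10; 4-MU fluorescence Ex 365/Em 440 nm; AC50 by Hill fit.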
HTT cytoprotect = qHTS Multiplex Assay to Identify Dual Action Probes in a Cell Model of Huntington: Cytoprotection (ATP); PC12 HTT-Q103 induced, cytoprotection, ATP luminescence, 40 h; Potency, µM (highest dose often 56.4 µM), inactives show cytoprotection (ATP increase), hits mostly activators; actives 0.14% (n = 230,000); AID 1471, 2008;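 further: % of control where 0% means no effect; nearly all actives have a fitted effect of over 45% in size; toxic huntingtin expression switched on by the ecdysone agonist tebufenozide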
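Cells were plated at 1500 per well in phenol red-free DMEM with 5% equine and 5% calf serum. Tebufenozide (100 nM final) and compounds were added, then ATPlite reagent, and luminescence was read.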
Tau fluor counter = Counterscreen qHTS for Inhibitors of Tau Fibril Formation, Fluorescence Polarization; tau K18 P301L Alexa594 fluorescence, heparin fibrillization; Potency, µM (doses to about 57.7 µM), without a hit: at the top dose activity change, negative = decrease; actives 0.93% (n = 280,000); AID 1463, 2008; further: on the % scale 0 is the no-effect control and ±100 the full control effect; nearly all actives have a fitted effect of over 55% in size
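Human tau K18 P301L (15 uM unlabeled, 0.24 uM Alexa 594-labeled) in 100 mM sodium acetate pH 7 with 20 uM heparin, 6 hr at 37 C. ThT 30 uM added, 1 hr ambient; Alexa 594 FP and total fluorescence read at 555/632 nm.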
Tau ThT inhib = qHTS for Inhibitors of Tau Fibril Formation, Thioflavin T Binding; Potency, µM (series often up to 57.4 µM), for the others: at the top dose activity, negative = inhibition, actives largely listed as inhibitors; Microtubule-associated protein tau (Homo sapiens), P10636; actives 2.1% (n = 270,000); AID 1460, 2008; recombinant tau K18 P301L, heparin-induced fibrillization, ThT fluorescence; further: on the % scale 0 is the no-effect control and ±100 the full control effect; nearly all actives have a fitted effect of over 55% in size
Target sequence (P10636 561-689 P618L limits assumed): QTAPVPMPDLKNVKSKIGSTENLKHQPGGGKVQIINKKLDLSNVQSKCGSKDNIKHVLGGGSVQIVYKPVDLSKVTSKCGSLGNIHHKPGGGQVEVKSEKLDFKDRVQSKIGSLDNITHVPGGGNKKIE
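Using a mix of unlabeled (15 uM) and Alexa 594-labeled (0.24 uM) tau K18 P301L, heparin-triggered fibrillization over 6 hr at 37 C was scored by ThT fluorescence.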
GAA inh = qHTS Assay for Inhibitors of Human alpha-Glucosidase as a Potential Chaperone Treatment of Pompe Disease. purified human GAA, 4-MU-alpha-glucoside fluorescence. AID 1466, 2008. actives 0.005% (n = 200,000). Potency, µM (series often up to 76.9 µM), for the others: at the highest dose activity change, negative = inhibition, most hits filed as inhibitors. Lysosomal alpha-glucosidase (Homo sapiens), P10253;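 further: plate controls were uninhibited enzyme wells for no effect and no-enzyme background for full effect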
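Enzyme (4 nM final) mixed with compound (up to 77 uM), then 4-MU-alpha-D-pyranoside (400 uM final) added; 20 min at room temperature, pH 5.0. Reaction stopped at pH 10, fluorescence read, AC50 derived by Hill fit.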
Tau FP inhib = qHTS for Inhibitors of Tau Fibril Formation, Fluorescence Polarization; actives 0.39% (n = 280,000); K18 P301L tau heparin fibrillization, Alexa594 FP, 6 h; AID 1468, 2008; Potency, µM (top dose mostly 57.7 µM), for the others: at the top dose activity, negative = inhibition, hits mostly inhibitors; further: on the % scale 0 is the no-effect control and ±100 the full control effect; nearly all actives have a fitted effect of over 55% in size
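Steps: dispense K18 P301L tau (15 uM plus 0.24 uM Alexa 594 tracer, final) in pH 7 sodium acetate; add compound; add heparin (20 uM final); incubate 6 hr, 37 C; add ThT (30 uM final); after 1 hr ambient, read FP.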
* = called active by the depositor; ? = inconclusive; nt = not tested or not shown; & = joins results of further samples; [ ] = another dose, or the depositor's remark. The call rests on the fitted dose curve; in most records, active means well fitted curve in the direction sought with a large enough effect; inconclusive means small, poorly fitted or top-dose-only effect, or another doubt; inactive means no such curve, though single readings can be large; an effect the other way counts as inactive or inconclusive. Potency means the concentration at half of the fitted maximal effect. This is a random part of the collection. About 3.3% of those tested had a hit in this group.

canonical_smiles,Tau fluor counter,GAA inh,Tau FP inhib,Tau ThT inhib,aGlu spleen mod,aGal spleen mod,GAA glycogen mod,HTT cytoprotect
O=C(NNC(=O)C1CC1)c1cc2cc3ccccc3nc2s1,-7%,5%,-1%,?,-1%,-1%,-16%,-28%
N#Cc1c(SCC(=O)N2CCCCC2)nsc1SCC(=O)N1CCCCC1,-6%,4%,-2%,-11%,5%,-13%,-1%,21%
CCN(CC(=O)NC(C)(C)C)C(=O)CCl,-3%,-5%,1%,-4%,-4%,0%,7%,12%[10 µM]
CN(C)C(CNC(=O)c1ccc2nc[nH]c2c1)c1ccccc1 (stereo unspecified),7%,4%,0%,0%,-8%,3%,6%,-10%[10 µM]
CN(CC(=O)N1CCN(c2ncccn2)CC1)S(=O)(=O)c1ccc(Cl)cc1,-25%,-7%,-6%,?,5%,1%,14%,-80%[inhibitor][10 µM]
CCOc1ccc(CCNC(=O)C2CCCN(c3nn4c(=O)cc(C)nc4s3)C2)cc1OCC (stereo unspecified),-1%,-18%,-5%,-10%,-3%,-7%,-1%,2%
N#Cc1nc(-c2ccco2)oc1NCc1ccc(F)cc1,-19%,-3%,-2%,-8%,-2%,4%,?,-19%[0.074 µM]
Cc1cccc(NC(=O)/C(=C\c2ccc([N+](=O)[O-])o2)NC(=O)c2ccc(Cl)cc2)c1,-20%,4%,-11%,?,4%,1%,9%,-3%[10 µM]

2 entries from above, with each value named:
N#Cc1c(SCC(=O)N2CCCCC2)nsc1SCC(=O)N1CCCCC1
  Tau fluor counter = -6%
  GAA inh = 4%
  Tau FP inhib = -2%
  Tau ThT inhib = -11%
  aGlu spleen mod = 5%
  aGal spleen mod = -13%
  GAA glycogen mod = -1%
  HTT cytoprotect = 21%

CCN(CC(=O)NC(C)(C)C)C(=O)CCl
  Tau fluor counter = -3%
  GAA inh = -5%
  Tau FP inhib = 1%
  Tau ThT inhib = -4%
  aGlu spleen mod = -4%
  aGal spleen mod = 0%
  GAA glycogen mod = 7%
  HTT cytoprotect = 12%[10 µM]

Other entries follow:
canonical_smiles,Tau fluor counter,GAA inh,Tau FP inhib,Tau ThT inhib,aGlu spleen mod,aGal spleen mod,GAA glycogen mod,HTT cytoprotect
CSc1ccccc1C(=O)NCc1ccc(F)cc1,2%,3%,10%,-7%,-24%,-4%,-9%,-30%
CC(=O)N1N=C(c2ccccc2)CC1c1cn(Cc2ccccc2)c2ccccc12 (stereo unspecified),4%,6%,-2%,-12%,9%,-1%,1%,-12%[10 µM]
COc1ccc(C(=O)COC(=O)CCn2nnc(-c3cccs3)n2)cc1,-5%,?,3%,-15%,-14%,-2%,3%,-5%[1.9 µM]
CCC(=O)NC(=S)Nc1ccc(NC(=O)CC)cc1,1%,-4%,-5%,-4%,-16%,-9%,-3%,19%[10 µM]
COC(=O)c1nc(NC(=O)c2ccc(C(C)(C)C)cc2)n[nH]1,13%,-2%,10%,-7%,5%,4%,-2%,0%[10 µM]
O=C(COc1ccccc1)NCC1(N2CCCCC2)CCCCC1,-7%,-5%,-2%,-10%,-13%,-16%,2%,-21%
CCOC(=O)C(=O)Nc1sc(C(=O)N2CCOCC2)c(C)c1C#N,-6%,?,-3%,-8%,-2%,-6%,10%,11%[10 µM]
CN(Cc1cn(C)nc1-c1cccc(Cl)c1)CC1CCCCO1 (stereo unspecified),0%,-3%,-3%,-2%,0%,-1%,17%,-19%
C[C@@H](N)C(=O)O,-1%&1%,nt,0%&5%,4%&-7%,4%&-1%,-7%&10%,nt,-4%&-8%
COC(=O)c1c(NC(=O)COc2ccccc2Cl)sc2c1CCC(C(C)(C)C)C2 (stereo unspecified),-8%,nt,-22%,-6%,nt,nt,0%[76.3 µM],nt
CC(Nc1ccc2c(c1)OCCO2)C(=O)N1CCc2ccccc21 (stereo unspecified),-2%,5%,5%,-3%,-9%,5%,-4%,-34%[inhibitor]
Cc1cc(OCC(=O)Nc2cc(-c3nc4ncccc4o3)ccc2C)ccc1Cl,-13%,nt,-8%,?,nt,nt,-1%[76.3 µM],nt
NS(=O)(=O)c1ccc(CCNC(=O)CSc2ccc(Cl)cc2Cl)cc1,-6%,nt,-3%,-1%,3%,-4%,-4%,9%[10 µM]
O=C(Nc1ccc(F)c(F)c1)c1cccnc1,6%,-8%,4%,3%,-1%,9%,7%,9%
NCC(O)COc1cccc2ccccc12 (stereo unspecified),-10%,nt,-6%,-6%,-6%,-4%,nt,-5%
Cc1nc2nc(C)c(CCC(=O)NCc3cccc(Cl)c3)c(C)n2n1,-10%,nt,6%,-6%,nt,nt,20%[76.3 µM],nt
COc1ccc(CN(CCC#N)CCC2(c3ccccc3)CC(C)N(C)CC2C)cc1OC (stereo unspecified),-7%,nt,2%,-7%,-3%,0%,-3%,9%[10 µM]
COCCn1cnnc1SCC(=O)Nc1cccc(S(=O)(=O)N2CCCCCC2)c1,-15%,-16%,-10%,-4%,-5%,0%,13%,4%[10 µM]
Cc1ccc(N=C2C(=S)N(c3ccc(C)cc3)C(=N)N2/N=C/c2ccc(Cl)cc2)cc1,?,3%,4%,?,-1%,1%,-12%,24%[10 µM]
C=CCOC(=O)N[C@H](c1ccco1)C(C(C)=O)C(C)=O,4%,nt,?,11%,0%,5%,nt,-25%
CN1CCN(S(=O)(=O)c2ccc(NC(=S)NC(=O)c3ccc(Cl)cc3)cc2)CC1,-25%,-1%,-2%,-16%,-5%,-7%,-2%,-41%[inhibitor]
CCOc1cc(-c2ccc(OC(=O)c3ccccc3Cl)c(OC)c2)cc(=O)c2c(C)oc(C)c12,-6%,nt,3%,-10%,nt,nt,14%[76.3 µM],nt
O=C(NCCCN1CCOCC1)c1cc(-c2cccs2)on1,-5%,-2%,5%,-10%,5%,-8%,-3%,33%[10 µM]
COc1ccc2c(-c3ccccc3)cc(SCC(=O)N(C)C)nc2c1,-2%,3%,1%,-12%,-5%,0%,-9%,26%
CNC(=O)c1cc2cc(OC)ccc2n1CCN(Cc1ccccc1)Cc1ccccc1,?,-8%,?,-15%,1%,6%,-14%,1%
CCCCCSc1nc2c(cnn2-c2ccccc2)c(=O)[nH]1,1%,-7%,2%,2%,0%,1%,-4%,12%[1.9 µM]
CC1CCCCN1S(=O)(=O)c1ccc(S(=O)(=O)N(Cc2ccccc2)Cc2ccco2)cc1 (stereo unspecified),-16%,6%,1%,-4%,0%,2%,-8%,17%[10 µM]
Nc1c(C(=O)Nc2ccccc2Cl)nnn1Cc1cccc(Cl)c1,-13%,nt,?,7%,nt,nt,-3%[76.3 µM],nt
COc1cccc(C2C([N+](=O)[O-])=C(N)Oc3cc(C)oc(=O)c32)c1 (stereo unspecified),2%,nt,3%,1%,-9%,-10%,-1%,23%[10 µM]
COC(=O)Cc1ccc(NC(=S)NCC(C)C)cc1,-1%,3%,-1%,-2%,-5%,8%,-1%,6%[10 µM]
CCOc1ccc(C(=O)c2cn(CC(=O)Nc3ccc(C)c(Cl)c3)c3ccc(OCC)cc3c2=O)cc1,-9%,nt,-8%,3%,nt,nt,-2%[76.3 µM],nt
CCCc1cc(N2CCN(c3ccccc3F)CC2)n2cnnc2n1,6%,nt,7%,0%,nt,nt,-11%[76.3 µM],nt
Cc1ccc(NC(=O)c2ccc(CN3CC(=O)N4CCCCC4C3=O)cc2)c(Cl)c1 (stereo unspecified),-10%,nt,2%,-11%,nt,nt,-10%[76.3 µM],nt
Cc1cc(-c2ccc(N3CCOCC3)cc2)nc2ccccc12,?,?,10%,?,-20%,-19%,-7%,-14%[10 µM]
CCCCOc1ccc(Cc2c(COCC)[nH]c(=S)[nH]c2=O)cc1,-7%,7%,1%,-4%,8%,-7%,-14%,-5%[10 µM]
CC(=O)Oc1cc(OC(C)=O)c2c(c1)OC(c1ccc(OC(C)=O)c(OC(C)=O)c1)C(OC(C)=O)C2 (stereo unspecified),-11%&-18%,nt,-8%&-11%,-18%&-17%,5%&0%,3%&1%,nt,nt
CC(=O)Nc1ccc(S(=O)(=O)CCC#N)cc1,3%,0%,3%,-3%,-3%,-1%,0%,-11%[10 µM]
COc1cc(C)c(CNC2CCCCC2)cc1C,-7%,2%,-2%,0%,-2%,1%,2%,6%[10 µM]
CN1CCN(CCCNC(=O)c2cnn(-c3ccccc3)c2-n2cccc2)CC1,-6%,nt,-6%,?,nt,nt,-3%[76.3 µM],nt
CCOC(=O)C1CCN(C(=O)c2ccc(N(C)S(C)(=O)=O)cc2)CC1,-8%,1%,-3%,-10%,-4%,7%,0%,-6%[10 µM]
CSc1nnnn1-c1cccc(O)c1,-12%,-6%,-14%,-9%,2%,0%,0%,9%
CC(=O)N1CCN(C(=O)Cn2c(=O)oc3ccccc32)CC1,-7%,-10%,-5%,-5%,-3%,-6%,7%,5%
COc1ccc(CN(CCC#N)C(=S)NC(=O)c2ccccc2)cc1,-14%,9%,-2%,-5%,-2%,1%,-15%,17%
COC(=O)c1ccc(CN2C(=O)C3CCCCC3C2=O)o1 (stereo unspecified),3%,0%,-4%[2.34 µM],-16%,-1%,-4%,23%,-52%[inhibitor][10 µM]
CCOC(=O)C1(C)NC(c2cccs2)C2C(=O)N(c3ccc(C)cc3)C(=O)C21 (stereo unspecified),-2%,-7%,-3%,-1%,nt,-5%,5%,-29%
COC(=O)c1ccc(CN2[C@H](C(=O)OC)C[C@@]3(O)[C@H](O)[C@H](O)[C@H](O)C[C@@H]23)cc1,6%&-5%,nt,4%&-10%,?,15%&4%,-1%&2%,12%,-128%[inhibitor]
